Pyk2 oligo antag: Pyk2 (human) oligomerization antagonism; Q14289; Q293 cells, Pyk2 FERM NanoBiT luminescence; active compounds read low; z-score (the deposit names both 25 µM and 10 µM); 0.83% of 99,000 active;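 active means Z-score of -3 or lower, scaled per plate to the spread of control and sample wells; inactive means z-score above -3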;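 further: negative z-score means lost luminescence so less FERM oligomerization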
IL1B cytotox: toxic to HUVEC cells under IL-1B stimulation; HUVEC cell count loss, Hoechst imaging, IL-1B stimulated; cell count reduction, % at 2 µM; 0.41% of 94,000 active; AID 845;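 active means cell count reduction more than 3 SD above the screen-wide mean, cut at about 70% in these data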;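 further: normalized per plate to untreated control cells as the no-loss baseline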
HUVEC tox TNFa: HUVEC cytotoxicity counter-screen, TNF alpha stimulated | cell count reduction, % at 2 µM | AID 848 | 0.17% of 93,000 active | HUVEC TNFalpha-stimulated, Hoechst cell count, imaging;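 active means cell count reduction exceeding the screen mean by over 5 SD, scaled to untreated wells per plate, cut at about 78% in these data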;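 further: cells counted after 24 h of TNF alpha exposure following the 1 h pretreatment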
VCAM1 TNFa inh: reduces TNF alpha induced VCAM1 expression in HUVEC | 0.48% of 95,000 active | inhibition, % at 2 µM | AID 802 | HUVEC TNFa-induced VCAM-1 immunofluorescence, high-content imaging;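 active means inhibition above the batch mean plus 3 SD, with images confirmed as a hit by eye, cut at about 37% in these data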;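 further: 0% = TNF-stimulated DMSO wells and 100% = unstimulated control wells; not every result past the cut was called active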
LYP inh 2: inhibitors of human LYP (PTPN22) phosphatase; inhibition, % at 2 µM; 0.21% of 96,000 active; recombinant LYP catalytic domain, DiFMUP fluorescence; AID 640; Q9Y2R2;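 active means inhibition at 2 µM at or above a set limit, the screen mean plus 3 SD, cut at about 24% in these data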;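 further: 0% = DMSO with enzyme and 100% = enzyme fully blocked by orthovanadate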
PTPN22 act: increases human PTPN22 phosphatase activity; Q9Y2R2; activation, % at 2 µM; recombinant LYP, DiFMUP fluorescence; 0 = plate median, 100 = signal doubled; AID 697; 0.11% of 96,000 active;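 active means activation at 2 µM above a set limit, the mean plus 5 SD, cut at about 37% in these data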
FAK blocker: blocks human focal adhesion kinase activity. Q05397. inhibition, %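 (tested at 7 µM)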. biochemical FAK kinase activity assay. 0.84% of 97,000 active; in the data active means inhibition above about 19%;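 further: 0% = DMSO and 100% = reference compound high control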
ERa coact inh: blocks coactivator binding to human estrogen receptor alpha; P03372; TR-FRET ER-alpha LBD / SRC-1 peptide, estradiol-bound; inhibition, % at 25.6 µM; 1.7% of 86,000 active; AID 629; in the data active means inhibition above about 50%;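 further: 0% = receptor plus peptide control and 100% = peptide only without receptor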
Target sequence (P03372 whole entry, looked up, the tested form may be a part): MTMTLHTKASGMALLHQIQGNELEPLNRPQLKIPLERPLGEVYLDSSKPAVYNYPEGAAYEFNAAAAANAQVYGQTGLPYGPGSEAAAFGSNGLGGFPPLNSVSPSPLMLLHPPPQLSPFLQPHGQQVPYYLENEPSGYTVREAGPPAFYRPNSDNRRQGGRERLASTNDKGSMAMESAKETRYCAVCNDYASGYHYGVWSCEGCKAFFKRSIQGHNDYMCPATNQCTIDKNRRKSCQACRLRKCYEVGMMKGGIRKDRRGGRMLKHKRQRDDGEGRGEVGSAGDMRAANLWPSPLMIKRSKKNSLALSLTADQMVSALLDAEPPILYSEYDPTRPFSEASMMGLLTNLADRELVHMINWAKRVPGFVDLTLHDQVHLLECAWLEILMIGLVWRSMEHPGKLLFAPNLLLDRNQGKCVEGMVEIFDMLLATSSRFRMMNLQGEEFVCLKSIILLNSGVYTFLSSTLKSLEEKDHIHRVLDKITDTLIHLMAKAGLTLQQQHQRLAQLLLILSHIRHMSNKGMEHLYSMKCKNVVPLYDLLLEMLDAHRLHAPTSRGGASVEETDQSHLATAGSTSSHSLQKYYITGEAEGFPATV
F-actin modifier: modifiers of cytoskeleton assembly; HUVEC TNFa F-actin phalloidin imaging, high content; inhibition, % at 2 µM; 0.18% of 91,000 active; AID 836;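 active means inhibition above the batch mean plus 3 SD and confirmed as a hit by visual image inspection, cut at about 30% in these data, passing the limit was not always enough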; further: strong numbers were not always called active
* marks the source's active call; other numbers are inactive results; . = no result given; [ ] = remark or other dose.

SMILES	Pyk2 oligo antag	IL1B cytotox	HUVEC tox TNFa	VCAM1 TNFa inh	LYP inh 2	PTPN22 act	FAK blocker	ERa coact inh	F-actin modifier
Cc1ccc(NC(=O)c2cnccn2)c(OC(F)F)c1	0.37	-16.1	-20.3	4.6	6.5	-4.9	0.6	8.8	13.5
CC(C)(C)C(=O)/C(=C\c1ccc([N+](=O)[O-])cc1)n1cncn1	.	48.5	-14.3	12.7	3.1	-2.5	2.3	-8.3	5.4
COc1ccccc1C(=O)N1CC2(C)CC1CC(C)(C)C2 (configuration not stated)	0.49	-21.5	-26.8	2.8	5.6	-6.0	-0.2	-6.8	9.6
CCOC(=O)c1sc(=S)n(-c2ccccc2Cl)c1SC	-1.6	8.3	-3.7	15.0	3.0	-0.7	3.2	.	3.9
CC(C)NC(=O)Cn1c(SCC(=O)N2CCCc3ccccc32)nc2ccccc21	0.7	2.7	16.9	-9.6	5.9	-8.0	4.9	-9.8	-10.6
CCn1c(=O)c2c(cnn2C)c2ccccc21	-0.39	2.0	-6.6	10.9	-1.8	4.2	32.0*	.	-3.0
COc1ccc2ccccc2c1/C=N\n1c(C)cc(C)c(C(N)=O)c1=O	0.28	-46.0	6.6	-14.2	3.3	-0.8	-5.4	.	-6.2
CSc1ccccc1-c1nnc(-c2ccccc2)o1	-0.78	2.8	-11.7	16.8	-3.5	6.8	-6.5	.	-3.6
COc1ccc(CNC(=O)c2csc(Cc3ccc(Cl)cc3)n2)cc1	-2.03	-7.6	-11.2	-4.5	3.4	-0.1	0.6	.	15.4
CC(C)(C)c1ccc(OCCCC(=O)NC2=NCCS2)cc1	-0.56	-9.9	-7.0	-35.2	-14.3	9.6	-0.6	.	-21.6
CC1(C)c2ccccc2N2CC(=O)N(CC(N)=O)C21C (configuration not stated)	0.06	-9.1	-14.6	-0.5	10.9	-12.1	2.4	6.2	3.8
Nc1cc(N)nc(SCC(=O)Nc2ccccc2)n1	2	-37.2	-26.9	-8.8	-0.9	1.3	1.5	-8.8	11.1
Cn1nc(C(=O)NCc2cccnc2)c2ccccc2c1=O	0.95	-20.0	-26.8	4.5	-4.1	1.1	0.1	0.8	-1.6
CCSc1nc(C)cc(C)c1S(=O)(=O)c1ccccc1C	-1.36	-26.0	2.4	2.4	4.5	-0.5	3.1	.	2.1
Cc1ccc(-n2c(SCC(N)=O)nnc2-c2ccc(S(=O)(=O)N3CCCCC3)cc2)c(C)c1	1.4	-61.7	-19.1	2.0	-1.1	-1.6	-0.5	-4.0	0.2

3 entries out of the list above, arranged by their value in VCAM1 TNFa inh, high to low.
SMILES	VCAM1 TNFa inh
CCOC(=O)c1sc(=S)n(-c2ccccc2Cl)c1SC	15.0
Cc1ccc(-n2c(SCC(N)=O)nnc2-c2ccc(S(=O)(=O)N3CCCCC3)cc2)c(C)c1	2.0
CC1(C)c2ccccc2N2CC(=O)N(CC(N)=O)C21C (configuration not stated)	-0.5

Some of these compounds in order of SMILES length, lowest first:
SMILES	Pyk2 oligo antag	IL1B cytotox	HUVEC tox TNFa	VCAM1 TNFa inh	LYP inh 2	PTPN22 act	FAK blocker	ERa coact inh	F-actin modifier
CSc1ccccc1-c1nnc(-c2ccccc2)o1	-0.78	2.8	-11.7	16.8	-3.5	6.8	-6.5	.	-3.6
CCOC(=O)c1sc(=S)n(-c2ccccc2Cl)c1SC	-1.6	8.3	-3.7	15.0	3.0	-0.7	3.2	.	3.9
COc1ccccc1C(=O)N1CC2(C)CC1CC(C)(C)C2 (configuration not stated)	0.49	-21.5	-26.8	2.8	5.6	-6.0	-0.2	-6.8	9.6
COc1ccc(CNC(=O)c2csc(Cc3ccc(Cl)cc3)n2)cc1	-2.03	-7.6	-11.2	-4.5	3.4	-0.1	0.6	.	15.4

(further entries)
SMILES	Pyk2 oligo antag	IL1B cytotox	HUVEC tox TNFa	VCAM1 TNFa inh	LYP inh 2	PTPN22 act	FAK blocker	ERa coact inh	F-actin modifier
CCOC(=O)c1ccc(S(=O)(=O)N2CCN(CC(=O)NC(=O)NC3CCCCC3)CC2)cc1	-0.08	-12.2	-4.3	-1.4	2.0	-1.6	0.8	0.7	8.4
CCCc1cc2c(cc1NC(=O)c1ccccc1Cl)OCO2	-0.56	21.8	-4.9	2.8	5.6	-3.3	6.5	.	-2.3
O=C(NCC(c1cccnc1)N1CCN(c2ccc(F)cc2)CC1)c1ccc2c(c1)OCO2 (configuration not stated)	0.09	10.4	-19.0	13.1	-8.8	9.5	1.4	4.3	-2.3
O=[N+]([O-])c1ccc(-c2ccc(C=Nc3cccc4ccccc34)o2)cc1	-0.35	8.3	-8.6	22.8	6.3	-7.5	3.5	-3.2[fluorescence artefact?]	0.3
O=C(c1ccco1)N1CCn2c1nc1ccccc12	0.08	-15.2	-30.9	-2.2	4.0	-8.1	-2.0	-2.1	-4.1
c1ccc(-c2nc(NCc3ccco3)c3oc4ccccc4c3n2)cc1	-1.3	-1.0	-8.7	19.9	-2.7	4.5	-2.8	6.1	-16.1
Cc1cc(C)nc(N2CCCC(C(=O)NCCc3ccc(F)cc3)C2)n1 (configuration not stated)	0.07	-19.2	.	.	3.7	-4.7	-2.4	-7.4	11.8
COc1ccc(CCNC(=O)C2CCN(S(C)(=O)=O)CC2)cc1	0.01	-108.8	-14.1	-3.9	-2.5	2.0	0.2	7.7[fluorescence artefact?]	13.9
CCCP(=O)(CC(=O)N(CC)CC)c1ccccc1 (configuration not stated)	0.17	-0.5	6.8	13.2	-5.5	5.1	0.2	2.5	.
OC(COCc1ccccc1)CN1CCCC1 (configuration not stated)	0.05	23.5	0.0	1.0	-2.5	0.0	4.9	-7.3	8.6
CSCCC(NC(=O)c1ccco1)C(=O)OCC(=O)Nc1sccc1C#N (configuration not stated)	.	-11.9	-17.2	3.8	-6.7	4.1	2.4	55.9*[fluorescence artefact?]	-13.3
CCCC(=O)Nc1ccc(C(=O)NNC(=O)c2ccco2)cc1	-0.02	2.0	-14.8	8.2	4.5	-6.5	3.5	.	3.7
COc1ccc(C2NC(C(=O)O)Cc3c2[nH]c2ccccc32)cc1OC (configuration not stated)	-0.78	-8.6	-4.9	-15.8	-8.8	11.0	1.0	8.1	0.1
O=C(N/N=C/c1cccnc1)c1ccc([N+](=O)[O-])cc1	1.8	11.0	4.0	4.4	5.0	-3.3	0.6	.	.
CCC(=O)Nc1cc(C(=O)OCC(=O)c2ccc(Cl)cc2Cl)ccc1C	-0.82	34.7	-2.4	-5.5	-3.4	5.9	9.2	.	-0.7
O=C(NC(=Nc1ccccc1)N1CCOCC1)Nc1ccccc1	0.32	-3.1	-6.0	0.6	-0.2	-2.8	-7.7	9.7	-3.3
CCOC(=O)C(=O)Nc1nc(-c2ccccc2)c(CC)s1	0.29	-50.0	-10.6	4.9	-9.4	6.5	-3.3	-6.2	-11.7
Oc1c(C(c2cccs2)N2CCN(c3ccc(F)cc3)CC2)sc2ncnn12 (configuration not stated)	.	-1.4	-46.8	1.7	-7.3	4.0	-10.1	-0.9	24.2
C=CCn1c(SCCOc2ccc(OC)cc2)nnc1C(NC(=O)c1ccc(OC)cc1)C(C)C (configuration not stated)	-0.38	7.3	-21.6	7.8	7.9	-4.5	0.8	10.2[fluorescence artefact?]	10.4
CC(C)c1ccc(NC(=O)Nc2cc3sccc3n2C)cc1	.	-12.9	-4.9	17.7	3.8	-3.7	-7.0	-5.9[fluorescence artefact?]	5.0
COC(=O)CSc1nc(N)c(C#N)c(C(C)C)c1C#N	-1.09	-16.2	-15.8	-12.8	-2.3	1.3	3.3	-2.4	-15.6
O=C(CN1CCCc2ccccc21)NC(=O)NCc1ccco1	0.03	-33.3	-10.4	-8.9	3.4	-5.4	-1.7	32.5	31.2
Cc1nc(C)c(-c2csc(NCc3ccccc3)n2)s1	-0.1	11.0	-36.6	1.8	0.7	-3.4	1.0	-17.2	29.2
CCC(C)(C)NC(=O)C(c1ccc(C)cc1)N(Cc1cccnc1)C(=O)c1csnn1 (configuration not stated)	-0.08	-6.9	-31.1	1.6	-2.7	2.5	-0.9	-2.6	0.5
Cc1ccccc1OCC(=O)N/N=C/c1ccc(Sc2nc3ccccc3s2)o1	0.19	2.2	2.1	13.5	13.0	-13.1	1.4	.	-15.9
O=c1[nH]c2c(s1)C(c1ccc(O)cc1)C1C3CCC(C3)C1S2 (configuration not stated)	.	8.7	-33.0	9.6	-4.2	0.8	-2.6	69.8*	11.6
Clc1cccc(CSc2nc3ccncc3[nH]2)c1	.	-4.2	-28.5	-5.6	3.5	-6.7	14.3	-2.3	4.1
COC(=O)c1ccc(C2C(C(=O)OCC(C)C)=C(C)N=C3SCCC(=O)N32)cc1 (configuration not stated)	0.91	2.2	2.3	-4.3	0.8	-3.8	0.6	-0.6	-15.6
COc1ccccc1NC(=O)CCN1CCCCCC1	1.63	9.6	11.6	-6.3	3.5	-3.9	3.2	.	7.8
CC1CN(C(=S)NC(=O)c2cccc([N+](=O)[O-])c2)CC(C)O1 (configuration not stated)	-0.34	3.7	8.8	7.1	-8.1	11.0	-7.2	.	-19.4
Cc1cc(C)cc(NC(=O)C2CCCC2)c1	-0.06	-5.3	-42.9	8.4	-6.4	7.0	-3.2	2.5	-0.4
CCC(C)c1ccccc1NC(=O)c1cccnc1 (configuration not stated)	-1.45	-14.2	.	-11.7	-11.4	10.2	-1.5	-29.7	1.3
COc1ccc(NC(=O)c2cc(-c3ccccc3OC)on2)cc1	-0.04	-34.9	0.8	26.6	-0.9	0.2	-1.9	.	0.1
COc1cc(C(=O)OC(C)C(=O)Nc2ccc3c(c2)OCO3)ccc1OCc1c(C)noc1C (configuration not stated)	1.06	-1.9	-5.2	-3.7	14.9	-11.3	-3.2	1.8	2.2
Cc1[nH]nc2c1C(c1ccsc1C)C(C#N)=C(N)O2 (configuration not stated)	0.48	-4.2	-1.7	-0.1	3.5	-2.9	1.1	.	-4.5
CC(NC(=O)C(=O)NN=C1CCCCCCC1)c1ccccc1 (configuration not stated)	0.12	-8.3	-9.9	1.0	5.6	-2.5	-10.2	.	8.3
Cc1ccc(CN2C(=O)c3ccccc3C2C(=O)NCC2CCCO2)cc1 (configuration not stated)	0.75	.	-23.9	-6.9	5.1	-5.6	-0.5	3.2	11.6
O=C(NC(C(=O)NCCN1CCOCC1)C12CC3CC(CC(C3)C1)C2)C1CCCCC1 (configuration not stated)	1.06	0.0	-15.2	8.1	9.2	-6.0	-0.4	1.4	1.6
CCOC(=O)C1CCN(C(=S)Nc2cccc(C)c2)CC1	0.82	-16.1	-22.7	1.3	-10.1	7.4	-0.9	.	-2.2
Cc1ccc(S(=O)(=O)N2CCCN(S(=O)(=O)c3ccc(C)cc3)CC2)cc1	-2.66	0.6	13.3	-2.4	-5.1	-0.1	0.2	-3.6	-10.7
CCOC(=O)CSc1nnc(CNC(=O)c2ccc(OC)cc2OC)n1-c1ccc(OC)cc1	0.5	2.9	21.8	-9.6	1.6	-2.6	3.1	-1.1	-38.6
O=C(Nc1ccccc1Sc1ccccc1)c1ccccc1F	-0.65	1.3	5.8	-2.4	7.6	-9.5	5.2	.	-16.7
CCc1nnc(NC(=O)CN2CCC(O)(c3ccccc3OC)CC2)s1	0.71	1.8	-29.4	0.3	9.5	-6.4	2.9	-4.2	15.4
Cc1ccc(Cn2ccc(NC(=O)c3cc(-c4ccccc4)on3)n2)cc1	-1.63	7.3	-21.9	21.5	-2.5	6.4	4.9	-0.3	7.1
CCn1c(COc2ccccc2)nnc1SCC(=O)c1cccc([N+](=O)[O-])c1	-0.83	-30.9	-10.5	10.8	-2.7	4.8	-2.9	.	-4.6
O=C1CC(c2ccccc2)CC(O)=C1C=NCc1ccc(Cl)c(Cl)c1 (configuration not stated)	-0.14	-37.3	0.0	2.1	2.7	0.2	-9.3	.	-22.0
Cc1ccc(S(=O)(=O)N/N=C\c2cc([N+](=O)[O-])ccc2Cl)cc1	-0.07	-1.5	-8.5	9.2	0.2	5.2	4.1	.	25.8
